Bioassay records: PubChem BioAssay, National Center for Advancing Translational Sciences (NCATS)
D3 antag – qHTS of D3 Dopamine Receptor Antagonist: qHTS; D3R cells, DiscoveRx beta-arrestin luminescence, antagonist mode; stronger effect = lower value; max response, negative = inhibition, %; actives 2.5% (n = 360,000); in the data active = max response below about -50%; inconclusive = no clear call, values can overlap the other calls; note: % is set by controls: 0 for no effect and ±100 for the full control effect; mostly tested at two doses, the higher about 12 µM
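Cells expressing the human receptor were seeded at 1500 cells/well, incubated overnight at 37 degrees C in 5% CO2, then exposed to library compounds with dopamine controls for 90 minutes at 37 degrees C before luminescent detection.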
PI5P4K alpha inh – qHTS for Inhibitors of phosphatidylinositol 5-phosphate 4-kinase (PI5P4K); Phosphatidylinositol 5-phosphate 4-kinase type-2 alpha (Homo sapiens), P48426; PI5P4Kalpha enzyme, ADP-Glo luminescence, 60 min; stronger effect = lower value; max response, %; actives 1.2% (n = 330,000); active = max response of -50% or lower; inconclusive = between -30% and -50%; inactive = -30% or higher; note: value at the top dose of about 77 µM; % is set by controls: 0 for no effect and ±100 for the full control effect
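Compounds were pin-transferred onto PI5P4Kalpha and substrate in HEPES pH 7.4 buffer with EGTA, CHAPS and 5% DMSO. ATP (5 microM final) started the reaction, which ran 60 minutes at room temperature before ADP-Glo detection.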
WRN inhibitor – qHTS for Inhibitors of WRN Helicase; WRN helicase unwinding, fluorescent forked duplex, kinetic; Potency, µM (titrated, usually from 114 µM), for the others: top-dose activity change, negative = inhibition, actives largely listed as inhibitors; actives 0.46% (n = 360,000); note: potency is the fitted concentration of half-maximal effect; % is set by controls: 0 for no effect and ±100 for the full control effect; nearly all actives have a fitted effect of over 55% in size
Target sequence (Q14191 whole entry, looked up): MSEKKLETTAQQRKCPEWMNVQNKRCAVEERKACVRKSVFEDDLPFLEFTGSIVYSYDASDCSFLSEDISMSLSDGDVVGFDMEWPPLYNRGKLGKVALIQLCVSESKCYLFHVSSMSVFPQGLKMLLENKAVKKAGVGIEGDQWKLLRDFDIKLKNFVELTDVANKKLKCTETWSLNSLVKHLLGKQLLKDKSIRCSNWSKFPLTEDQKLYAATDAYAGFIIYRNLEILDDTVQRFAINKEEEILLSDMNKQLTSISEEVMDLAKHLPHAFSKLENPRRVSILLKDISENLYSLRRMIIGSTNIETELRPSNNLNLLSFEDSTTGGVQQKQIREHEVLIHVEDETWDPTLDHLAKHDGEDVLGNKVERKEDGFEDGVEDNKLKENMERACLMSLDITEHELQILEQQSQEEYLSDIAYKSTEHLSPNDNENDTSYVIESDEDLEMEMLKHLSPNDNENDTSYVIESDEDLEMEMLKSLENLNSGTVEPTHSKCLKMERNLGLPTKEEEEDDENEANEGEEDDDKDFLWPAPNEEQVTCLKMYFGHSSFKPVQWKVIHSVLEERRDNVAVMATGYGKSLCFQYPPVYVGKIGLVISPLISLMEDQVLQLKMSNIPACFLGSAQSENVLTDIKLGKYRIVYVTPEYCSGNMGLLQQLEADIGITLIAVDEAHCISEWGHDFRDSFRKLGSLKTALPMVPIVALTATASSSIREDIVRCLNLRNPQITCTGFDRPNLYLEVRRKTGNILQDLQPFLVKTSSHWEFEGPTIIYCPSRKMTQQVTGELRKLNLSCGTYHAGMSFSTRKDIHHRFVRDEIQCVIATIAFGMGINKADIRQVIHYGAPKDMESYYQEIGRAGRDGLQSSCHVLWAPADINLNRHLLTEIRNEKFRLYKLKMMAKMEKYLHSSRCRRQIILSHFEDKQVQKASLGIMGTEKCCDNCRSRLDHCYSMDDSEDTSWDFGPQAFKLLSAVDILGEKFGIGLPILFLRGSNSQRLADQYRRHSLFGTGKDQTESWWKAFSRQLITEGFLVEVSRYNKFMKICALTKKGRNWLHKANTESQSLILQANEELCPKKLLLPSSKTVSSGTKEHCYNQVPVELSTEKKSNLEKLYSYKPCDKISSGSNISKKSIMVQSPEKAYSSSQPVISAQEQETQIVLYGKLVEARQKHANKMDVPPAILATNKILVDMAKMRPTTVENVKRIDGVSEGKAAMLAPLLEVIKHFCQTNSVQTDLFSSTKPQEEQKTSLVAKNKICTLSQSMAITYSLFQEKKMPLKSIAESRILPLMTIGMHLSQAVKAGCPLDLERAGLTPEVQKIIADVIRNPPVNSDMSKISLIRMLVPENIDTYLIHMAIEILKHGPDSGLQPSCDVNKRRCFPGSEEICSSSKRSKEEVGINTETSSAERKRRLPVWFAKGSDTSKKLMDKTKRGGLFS
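Screening of the MLSMR collection measured strand separation of a quenched forked DNA duplex (100 nM) by 20 nM WRN with 2 mM ATP, all final. Compounds were preincubated with enzyme 15 min at room temperature.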
IL2 activator – qHTS of IL-2 Activators; IL-2 activation reporter assay, cell-based qHTS; stimulated with anti-CD3/CD4/CD28 beads; in transgenic mouse T cells; activation, % (series mostly up to about 46 µM); actives 0.065% (n = 360,000); AID 652025, 2013; in the data active = activation above about 50%; inconclusive = mostly about 30% to 49%; note: 0% is about no effect
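Unstimulated transgenic mouse T cells, 750 per well, received compound and, after 60 minutes, anti-CD3/anti-CD4 bead plus anti-CD28 stimulation. EGFP and DsRed were quantified after 18 hours.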
GLP1R inv ag – qHTS of GLP-1 Receptor Inverse Agonists (Inhibition Mode); Glucagon-like peptide 1 receptor (Homo sapiens), P43220; HEK293 GLP-1R CRE-luciferase, luminescence, 24 h; GLP-1R form is constitutively active; Potency, µM (doses to about 38.3 µM), for inactives: top-dose activity change, negative = inhibition, usual class: inhibitors; actives 1.6% (n = 410,000); AID 624417, 2012; note: potency is the fitted concentration of half-maximal effect; % is set by controls: 0 for no effect and ±100 for the full control effect; nearly all actives have a fitted effect of over 55% in size
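Seeding at 200 cells/uL, 12 h culture, 24 hr compound treatment, then luciferase reagent and a luminescence read; cells are HEK293 stably expressing a constitutively active GLP-1R plus cAMP-responsive luciferase.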
DRD3 agonist – qHTS of D3 Dopamine Receptor Agonist: qHTS. D(3) dopamine receptor (Homo sapiens), P35462. D3R DiscoveRx beta-arrestin cells, luminescence, 90 min. max activation, %. actives 0.58% (n = 410,000); in the data active = max activation above about 30%; note: 0% is about no effect; mostly tested at two doses, the higher about 12 µM
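Cells at 1500/well, incubated overnight, then treated with pinned compounds (dopamine as control) for 90 min at 37 degrees C. DiscoveRx reagent added for 30 - 60 minutes at room temperature; luminescence read.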
PLK1 PBD block – qHTS for Inhibitors of PLK1-PDB (polo-like kinase 1 - polo-box domain): Primary Screen; Serine/threonine-protein kinase PLK1 (Homo sapiens), P53350; Plk1 PBD binding of FITC phosphopeptide, fluorescence polarization; Potency, µM, inactives show max response, negative = inhibition, actives largely listed as inhibitors; actives 2.8% (n = 360,000); AID 720504, 2013; note: potency is the fitted concentration of half-maximal effect; series mostly up to about 57 µM; % is set by controls: 0 for no effect and ±100 for the full control effect; nearly all actives have a fitted effect of over 65% in size
HEK293 tox – qHTS of GLP-1 Receptor Inverse Agonists: Cytotox Screen | HEK293 cAMP-luciferase reporter cells, luminescence, 24 h | Potency, µM (highest dose often 38.3 µM), for inactives: at the highest dose activity change, negative = inhibition, actives largely listed as inhibitors | actives 0.13% (n = 410,000);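 note: loss of luciferase light is scored as toxicity; potency is the fitted concentration of half-maximal effect; % is set by controls: 0 for no effect and ±100 for the full control effect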
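1536-well qHTS counterscreen of the MLSMR; 200 cells/uL, 12 h pre-incubation, 23 nL cpd, 24 h at 37 deg C 5% CO2, luciferase detection reagent, 12 min RT, luminescence. Inhibition = undesired.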
GLP1R ag – qHTS of GLP-1 Receptor Agonists; HEK293 GLP-1R CRE-luciferase, luminescence, 4-6 h; cells express a hypersensitive GLP-1R form; Glucagon-like peptide 1 receptor (Homo sapiens), P43220; Potency, µM (doses to about 45.6 µM), without a hit: at the top dose activation, usual class: activators; actives 0.007% (n = 380,000); note: potency is the fitted concentration of half-maximal effect; % of control where 0% means no effect
The depositor's hits bear a star; ? = inconclusive; . = no result given; [ ] = dose if it differs, or a comment. Unless noted, calls come from the whole dose curve; as a rule, active = well fitted curve in the direction sought with a large enough effect; inconclusive = small, poorly fitted or top-dose-only effect, or another doubt; inactive = no such curve, though single readings can be large; an effect the other way counts as inactive or inconclusive.

smiles	D3 antag	PI5P4K alpha inh	WRN inhibitor	IL2 activator	GLP1R inv ag	DRD3 agonist	PLK1 PBD block	HEK293 tox	GLP1R ag
COCCCn1c(=N)c(C(=O)NC2CCCC2)cc2c(=O)n3cccc(C)c3nc21	.	.	.	.	16%	0	.	235%[activator]	0%
COc1ccc(CCNC(=O)CN2CCCc3ccccc32)cc1OC	17	0	3%	-2.5	4%	0	-5%	2%	7%
CNS(=O)(=O)/C=C/c1ccccc1	-16	1	5%	-1.8	10%	2	-5%	14%	-1%
Fc1ccc(CSc2nc3ccccc3[nH]2)c2ccccc12	-21	-5	-10%	1.9	10µM*	-6	-4%	-9%	0%
CCN1CCN(C(=O)c2ccc3c(c2)N(Cc2ccc(Cl)cc2)C(=O)c2ccccc2S3(=O)=O)CC1	.	.	.	.	10%	-14	.	4%	-3%
COc1cccc(-n2c(SCC(=O)OC(C)C)nnc2-c2cccnc2)c1	15	.	-4%	-1.5	-7%	3	0%	3%	-1%
COc1ccc(CC(N)c2csc(NC(=O)c3cc(C(C)(C)C)oc3C)n2)cc1 (stereo not drawn)	8	-2	-8%	-0.8	?	9	5%	?	-30%[inhibitor]
Cc1csc(=O)n1CCC(=O)OCC(=O)NCc1ccccc1	0	0	10%	2.4	15%	-6	-14%	5%	0%
Cc1ccc(N2CC(C(=O)Nc3ccc(S(=O)(=O)N4CCCC4)cc3)CC2=O)cc1C (stereo not drawn)	-1	-4	2%	1.6	9%	-11	-13%	14%	6%
COc1cccc(OC)c1NC(=O)Cn1nc(C)c2ccccc2c1=O	14	-9	10%	-0.3	4%	5	30µM*	-11%	-4%
Cc1ccccc1NC(=S)NN1CCN(C)CC1	-22	6	-3%	2.6	22%	1	-6%	-9%	-12%
Cc1ccc(N2CCN(c3ccc(C)cc3)C(CC(=O)O)C2=O)cc1 (stereo not drawn)	19	.	-2%	-3.4	0%	2	-2%	-9%	-1%
COc1ccc(/C=C2\N=C(SC)N(c3ccccc3OC)C2=O)cc1	-4	1	-12%	0.5	?	-7	-2%	-16%	4%
COc1ccc(S(=O)(=O)N2CCN(C(=O)c3cc(-c4ccccc4OC)n[nH]3)CC2)cc1	-1	4	0%	-2.0	-20%	6	2%	9%	8%
Cn1c(-c2ccccc2)n[nH]c1=S	-18	4	-26%	1.5	7%	-14	-4%	6%	-2%
CCCCNC(=O)CSc1nnc(-c2ccco2)n1C	-9	4	1%	-1.1	0%	-7	-12%	25%	4%
Cc1ccc(C2CC(=O)Nc3cc4c(cc32)OCCO4)s1 (stereo not drawn)	17	.	-3%	-1.9	5%	8	0%	-8%	13%
O=C(O)CC/C(=N/NC(=O)c1ccc(-c2ccccc2)cc1)c1ccccc1	-3	-12	-23%	3.6	-14%	-2	-12%	-2%	-9%
Cc1ccc(C)c(-c2csc(N/N=C/c3ccco3)n2)c1	-1	8	-5%	2.9	?	8	-7%	-7%	11%
COC(=O)c1ccccc1NC(=O)c1nc(S(=O)(=O)Cc2ccccc2)ncc1Cl	-77*	4	-3%	-1.0	4%	-1	?	3%	-7%
O=C(Nc1ccc(N2CCN(C(=O)c3ccco3)CC2)cc1)c1ccccc1F	-3	.	-14%	-2.5	-4%	1	-5%	-16%	-1%
Cc1sc(NC(=O)C2=COCCO2)c(C(N)=O)c1C	-5	1	-36%	1.2	3%	2	-7%	-2%	-5%
CCOc1cc2c(C#N)c(N3CCCC3)nc(N)c2c(N)n1	-2	0	8%	-0.3	43%[activator]	-8	-3%	6%	4%
O=c1ncn(-c2cccc(Cl)c2)c2ccccc12	-23	-8	-6%	-2.8	4%	-26	2%	-6%	4%
CSc1ccccc1C(=O)C1CCCN(S(=O)(=O)c2c(C)noc2C)C1 (stereo not drawn)	15	5	-4%	-2.2	-22%	9	-3%	-10%	12%
COc1ccc2c(=O)c(-c3ccc(C)cc3)c(-c3ccccc3)oc2c1	4	-2	1%	-0.5	7.9µM*	3	3%	4%	-3%
O=C(Cc1ccc(Cl)cc1)NNC1CC(=O)N(c2ccc3ccccc3c2)C1=O (stereo not drawn)	-3	0	2%	-2.3	-25%	2	-11%	-5%	0%
Cc1cccnc1NC(N)=S	0	-8	5%[57.1 µM]	-1.8	6%	3	-9%	3%	-4%
CC(C)Oc1ccc(CCC(=O)NNC(=O)c2ccccc2C(=O)O)cc1	-7	12	-4%	0.0	?	2	5%	-11%	7%
COc1cc(-c2noc(C)c2C(=O)NCCCn2ccnc2)cc(OC)c1OC	?	0	9%	0.3	1%	0	-13%	7%	-3%

Brought forward from above: two entries, followed by the next part.
smiles	D3 antag	PI5P4K alpha inh	WRN inhibitor	IL2 activator	GLP1R inv ag	DRD3 agonist	PLK1 PBD block	HEK293 tox	GLP1R ag
CC(C)Oc1ccc(CCC(=O)NNC(=O)c2ccccc2C(=O)O)cc1	-7	12	-4%	0.0	?	2	5%	-11%	7%
COc1cc(-c2noc(C)c2C(=O)NCCCn2ccnc2)cc(OC)c1OC	?	0	9%	0.3	1%	0	-13%	7%	-3%
COC(=O)CC1C(=O)NCCN1C(=O)c1cc(OC)c(OC)cc1OC (stereo not drawn)	-9	3	0%	-0.4	9%	0	-10%	0%	-8%
O=C(O)CSc1nc2ccccc2[nH]1	-29	-9	4%	-0.1	2%	-5	27µM*	-7%	-12%
COc1ccc(C2CC(c3ccc(OC)c(OC)c3)=NN2S(C)(=O)=O)cc1 (stereo not drawn)	1	-14	-1%	-1.3	82%[activator]	2	27µM*	5%	24%
CCc1ccc(-c2cc3c(N4CCN(c5ccccc5)CC4)nccn3n2)cc1	.	.	.	.	5%	-2	.	5%	4%
NC(=O)c1ccc[n+]([C@H]2O[C@@H](COP(=O)([O-])OP(=O)(O)OC[C@H]3O[C@@H](n4cnc5c(N)ncnc54)[C@H](O)[C@@H]3O)[C@H](O)[C@@H]2O)c1	5	33	3%	0.8	1%	-11	-8%	-10%	8%
Cc1ccc(C(C)C)c(OCC(=O)Nc2ccccc2N2CCN(C)CC2)c1	?	-2	-5%	-0.2	?	-5	3%	?	-27%
O=C(c1cccnc1)N1CCN(C/C=C/c2ccccc2)CC1	23	0	-4%	1.9	20%	19	3%	-1%	0%
C[C@@]12C(=O)Nc3cc(F)ccc3C(=O)N1[C@H]1c3ccccc3OC[C@@H]1[C@@H]2c1ccccc1	9	4	-7%	-0.6	?	15	0%	18%	-5%
O=C(Nc1cccc(Cl)c1)Nc1nc(-c2ccc(Cl)cc2)cs1	7	-1	3%	-0.7	?	2	1%	?	-22%
O=C1COc2ccc(-c3cc(-c4ccc(Cl)cc4)c4c(n3)-c3ccccc3OC4)cc2N1	.	.	.	.	2%	-1	.	-3%	1%
Cc1cnc(NC(=O)CSc2nc3ccccc3c(=O)[nH]2)s1	3	-17	0%	-0.1	34%[activator]	2	-11%	-8%	5%
CCC(=O)c1ccc(N2CCN(C(=O)Cc3ccccc3)CC2)c(F)c1	1	4	5%	-1.2	?	1	-25%	-8%	3%
Cc1cc2ncc(C(=O)N=CN(C)C)cn2n1	0	1	-6%	-3.4	9%	-2	-9%	-3%	6%
O=C(O)c1cc2nc3c(c(C(F)(F)F)n2n1)CCCC3	5	-7	-17%	0.2	3%	1	-5%	0%	1%
O=C(Nc1ccc(N2CCN(Cc3ccccc3)CC2)cc1)c1ccco1	1	-3	-16%	-2.6	-13%	-9	7%	-7%	13%
O=C(O)c1ccccc1OCCOc1ccccc1	11	-4	0%	0.6	-2%	1	0%	-3%	-1%
COCCNc1nc2c(c(=O)n(C)c(=O)n2C)n1CCCc1ccccc1	11	9	-2%	-1.6	-6%	4	5%	0%	13%
COc1cccc(CNC(=O)CCc2nc3cc(S(=O)(=O)N4CCOCC4)ccc3n2C)c1	2	-2	5%	-0.2	-5%	9	4%	0%	20%
COc1ccc(CCNS(=O)(=O)c2ccccc2[N+](=O)[O-])cc1OC	4	-1	-2%	-0.4	8%	3	5%	1%	2%
CSCCNC(=O)C1(C)CCN1C(=O)c1cc(C)n(C)n1 (stereo not drawn)	19	5	2%[57.1 µM]	-0.1	25%	4	4%	1%	-3%
CCCN(CCC)C(=O)CSc1nc2ccccc2c(=O)n1C1CCCC1	6	2	-16%	-1.1	0%	14	-1%	-9%	12%
CCOC(=O)CSc1nc2ccccc2c(=O)n1CC1CCCC1	5	?	?	-1.0	?	-4	3µM*	24%	29%
C=CCNC(=S)NNC(=O)C(CCC(C)C)CC(C)(C)O (stereo not drawn)	15	-3	6%	-0.1	?	1	0%	?	-8%
O=C1C=C(O)c2c(O)cc(O)c(O)c2C1=O	-15	-68*	?	-0.4	-19%	3	?	?	-4%
COc1cc(/C=C/C(=O)OCC(=O)Nc2cc(S(=O)(=O)N3CCCC3)ccc2Cl)cc(OC)c1OC	32	-6	-4%	2.2	15%	6	8%	7%	7%
COc1ccc(C)cc1NC(=O)C1COc2ccccc2O1 (stereo not drawn)	9	0	-5%	0.1	?	3	-1%	2%	11%
O=C(NCc1ccco1)C1CC(=O)N(c2ccc(O)cc2)C1 (stereo not drawn)	-21	?	-21%	-2.4	6%	-5	3.4µM*	1%	7%
O=P(Cc1ccccc1)(c1ccccc1)c1ccccc1	4	-4	9%	-1.7	4%	13	-4%	18%	-15%
Cn1cnnc1SCC(=O)NCCC(c1ccccc1)c1ccccc1	3	-4	1%	-1.7	-1%	5	-4%	-7%	-2%
